# PG9 Ab binder: binders of HIV-1 gp120 antibody PG9, primary screen, biochemical, TR-FRET; HIV-1 gp120 / PG9 antibody interaction; TR-FRET gp120-PG9 antibody binding; inhibition, % at 6.7 µM; 360,000 compounds, 0.43% hits; AID 624416, 2012; in the data active = inhibition above about 8.5%
# ABHD4 inh: ABHD4 inhibitors, primary screen, biochemical, fluorescence polarization, mouse. 370,000 compounds, 0.54% hits. inhibition, % at 8.92 µM. purified mABHD4, FP-Rh probe fluorescence polarization;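 active = inhibition exceeding the mean over every tested compound plus 3 SD, cut at about 30% in these data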;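 also: 0% = plate median of compound wells and 100% = S159A mutant with DMSO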
#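 Doses – 8.92 µM, single dose · Material – wild-type mouse ABHD4 protein · Replication – single well per compound (singlicate) · Measure – percent inhibition of probe binding, normalized to plate controls · Schedule – 45 min compound pre-incubation plus 60 min probe step, 25 °C · Detection – fluorescence polarization with parallel and perpendicular emission, 525/598 nm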
# LEDGF integ inh: blockers of LEDGF/p75-dependent integrase strand transfer – biochemical, TR-FRET, high throughput, primary screen; inhibition, % at 3.7 µM; TR-FRET IN-LEDGF/p75 DNA integration, Eu/Cy5; HIV-1 integrase (with human LEDGF/p75); 370,000 compounds, 0.64% hits; AID 743269, 2014;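 active = inhibition above the screen-wide mean plus 3 SD, cut at about 13% in these data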;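 also: signal is the Cy5 over europium emission ratio at 671 and 618 nm; 0% = plate median of compound wells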
# HTRA1 inhibitor: HTRA1 serine protease inhibitors, primary screen, biochemical, fluorescence polarization, HTS. Q92743. recombinant HTRA1, FP-rhodamine activity-based probe. inhibition, % at 5.96 µM. 340,000 compounds, 0.5% hits; in the data active = inhibition above about 36%;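 also: 0% = enzyme with DMSO and 100% = wells lacking enzyme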
# Target sequence (Q92743 whole entry, looked up): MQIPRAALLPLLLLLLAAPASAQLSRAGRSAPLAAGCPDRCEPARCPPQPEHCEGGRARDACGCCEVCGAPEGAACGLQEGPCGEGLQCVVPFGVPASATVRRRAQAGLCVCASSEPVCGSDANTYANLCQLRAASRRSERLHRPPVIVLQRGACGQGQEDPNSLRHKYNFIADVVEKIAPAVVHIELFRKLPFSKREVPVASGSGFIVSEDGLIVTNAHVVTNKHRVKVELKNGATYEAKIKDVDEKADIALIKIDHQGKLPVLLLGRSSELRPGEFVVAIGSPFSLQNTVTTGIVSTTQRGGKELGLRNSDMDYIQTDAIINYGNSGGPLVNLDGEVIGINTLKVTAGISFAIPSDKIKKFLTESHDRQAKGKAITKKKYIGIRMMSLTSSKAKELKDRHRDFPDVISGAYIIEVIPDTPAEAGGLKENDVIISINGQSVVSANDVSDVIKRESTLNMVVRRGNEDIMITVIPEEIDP
# DDE Tn7 FP inh: inhibitors of Tn7 peptide binding to fibrin DD(E), primary screen, biochemical, fluorescence polarization, human fibrin, Tn7 probe. FP displacement of FITC-Tn7 peptide from fibrin DD(E); 0% = median of compound wells per plate. inhibition, % at 8.3 µM. 370,000 compounds, 0.13% hits. AID 720508, 2013;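 active = inhibition above the mean of compounds falling within the control limits plus 3 SD of them, cut at about 14% in these data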;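 also: 0% = plate median of compound wells and 100% = 10 µM Aha-Tn7 peptide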
#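 Test system: human clot-derived fibrin DD(E) complex / Quantity: 2 µM final DD(E) protein / Incubation: 10 min plus 3 h, room temperature / Measured by: fluorescence polarization / Benchmarks: high control of 10 µM Aha-Tn7 peptide / Replicates: singlicate testing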
# TDP2 absorb: human TDP2 enzyme inhibitors, primary screen, biochemical, epi absorbance, recombinant enzyme; inhibition, % at 12.8 µM; 370,000 compounds, 0.34% hits; AID 720702, 2013; T5PNP hydrolysis, p-nitrophenol absorbance 415 nm;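 active = inhibition above the mean of all tested compounds plus 3 SD, set per campaign, cut at about 25% in these data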;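 also: 0% = DMSO with enzyme and 100% = buffer with substrate but no TDP2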
#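 test system = human TDP2 enzyme | input = TDP2 enzyme at 120 nM final | medium = 50 mM Tris-HCl pH 7.5 with Mg2+, KCl, DTT, BSA | also added = T5PNP substrate, 5 mM | times = 2 h at 37 °C | technique = epi absorbance | benchmarks = high control without enzyme, low control DMSO plus TDP2 | replication = each compound tested once, singlicate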
# PRMT1 inh: PRMT1 methyltransferase inhibitors, primary screen, biochemical, fluorescence polarization | 370,000 compounds, 1.3% hits | inhibition, % at 2.79 µM | Protein arginine N-methyltransferase 1 (Homo sapiens), Q99873 | recombinant PRMT1, activity-based probe fluorescence polarization;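 active = inhibition above about 21% made by adding two undisclosed values, limit read from the data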
# UHRF1 binding: UHRF1 methylated DNA binding inhibitors, primary screen, counter-screen for MBD2 inhibitor project, biochemical, TR-FRET, human UHRF1, single concentration | E3 ubiquitin-protein ligase UHRF1 (Homo sapiens), Q96T88 | UHRF1 binding to methylated oligo | inhibition, % at 4.4 µM | 370,000 compounds, 0.75% hits; in the data active = inhibition above about 21%;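 also: UHRF1 SRA domain binding a hemimethylated CpG hairpin DNA probe; 0% = median of test compound wells and 100% = reference inhibitor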
# TCR-CD3 inh: inhibitors of human TCR-CD3 interaction, primary screen, biochemical, fluorescence, TAMRA-labeled TCR probe; inhibition, % at 9.4 µM; AID 651800, 2012; 360,000 compounds, 0.37% hits; in the data active = inhibition above about 19%;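 also: recombinant mutant TCR 2C K166C tagged with TAMRA read by polarization; 0% = receptor in buffer alone and 100% = receptor with positive control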
# SIAE inh: human SIAE inhibitors, primary screen, biochemical, fluorescence polarization, FP-Rh probe, 1536-well HTS; Sialate O-acetylesterase (Homo sapiens), Q9HAT2; SIAE FP-Rh probe binding; inhibition, % at 9.66 µM; 370,000 compounds, 0.69% hits; AID 1053197, 2014;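 active = inhibition above a cutoff: mean of compounds within the control limits plus 3 SD of those, cut at about 17% in these data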;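 also: 0% = plate median of compound wells and 100% = probe without SIAE protein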
# Target sequence (Q9HAT2 whole entry, looked up): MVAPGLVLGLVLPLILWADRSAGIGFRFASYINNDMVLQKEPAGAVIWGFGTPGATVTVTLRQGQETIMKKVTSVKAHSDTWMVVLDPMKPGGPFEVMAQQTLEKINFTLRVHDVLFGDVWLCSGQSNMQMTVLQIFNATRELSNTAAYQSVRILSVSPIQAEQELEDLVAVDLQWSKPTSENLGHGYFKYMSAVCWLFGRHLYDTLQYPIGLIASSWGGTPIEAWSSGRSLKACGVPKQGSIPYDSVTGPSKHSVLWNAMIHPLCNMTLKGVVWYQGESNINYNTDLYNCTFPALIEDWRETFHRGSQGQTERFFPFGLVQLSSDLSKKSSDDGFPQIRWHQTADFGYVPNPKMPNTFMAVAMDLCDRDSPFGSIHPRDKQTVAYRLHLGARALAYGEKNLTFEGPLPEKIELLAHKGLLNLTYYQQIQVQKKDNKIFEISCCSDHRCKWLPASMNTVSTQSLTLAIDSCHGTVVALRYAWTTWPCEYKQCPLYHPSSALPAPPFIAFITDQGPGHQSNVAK
# An asterisk follows results filed as active; . = no result given.
Structure	PG9 Ab binder	ABHD4 inh	LEDGF integ inh	HTRA1 inhibitor	DDE Tn7 FP inh	TDP2 absorb	PRMT1 inh	UHRF1 binding	TCR-CD3 inh	SIAE inh
CCN(CC)C(=O)CC[C@@H]1CC[C@]2(CCCN(Cc3cccnc3)C2)O1	.	7	-2	.	-3	2	-2	-1	.	0
NC(=O)c1ccc(NC(=O)CNC(=O)c2sc3ccccc3c2Cl)cc1	18*	-18	-21	-14	-3	-1	0	1	1	-17
Cc1ccccc1NC(=O)CN1C(=O)COc2ccc(S(=O)(=O)N3CCCC3)cc21	-0.5	2	1	6	-1	6	0	2	8	-2
O=C(Nc1ccccc1N1CCOCC1)C1(c2ccc(Cl)cc2)CCC1	-1.0	-9	5	-12	-3	10	-7	-2	3	3
COc1cc(OC)cc(C(=O)NC(C(=O)NCCN(C)C)C23CC4CC(CC(C4)C2)C3)c1 (stereo not given)	1.1	6	5	-6	4	2	-3	-1	4	8
O=C(C1=C[C@H](c2ccc(Br)cc2)C[C@H](OCc2ccc(CO)cc2)O1)N1CCOCC1	0.8	2	-1	-4	8	-5	0	-2	7	4
NC(CCc1ccccc1)c1csc(Nc2ccc(C(=O)c3ccccc3)cc2)n1 (stereo not given)	-0.5	28	1	.	3	-9	3	-1	-5	3
O=C(NCc1cccnc1)c1cc(C2CCCCN2C(=O)c2ccc3c(c2)CCO3)on1 (stereo not given)	0.4	5	-1	.	9	-5	0	0	1	1
Cc1ccc2c(c1)NCCO2	-0.8	7	0	15	1	-11	5	1	0	2
CCCCCCN(C(=O)CCCCCN1C(=O)NC(c2cccc([N+](=O)[O-])c2)C(C(=O)OCc2ccccc2)=C1C)C(C(=O)NCCCC)c1ccc(OCC(=O)OC)c(C(=O)OC)c1 (stereo not given)	0.5	4	-4	.	3	-1	3	0	8	-1
CCN(C(=O)COC(=O)/C=C/c1cccc(Br)c1)C1CCS(=O)(=O)C1 (stereo not given)	-1.9	-27	0	3	-1	-9	6	28*	-1	-3
CCN(CC)C(=O)N(CC)Cc1ccccc1	-1.2	1	4	-8	1	-2	-3	-3	0	1
COc1ccc(C(=C(CC(=O)O)C(=O)OC(C)(C)C)c2cc(OC)c(OC)c(OC)c2)cc1OC	-0.5	-1	-4	6	5	8	-2	1	2	3
O=C(CN1C(=O)/C(=C/c2ccccc2F)Sc2ccccc21)NCc1cccnc1	-0.3	-5	-2	-4	0	4	0	-1	-7	1
O=C1/C(=C/c2cccnc2)SC(=S)N1c1ccc(F)cc1	-1.1	0	-10	0	3	-10	7	3	-1	-3
CCCCN(C(=O)COC(=O)c1sccc1C)c1c(N)n(CCC)c(=O)[nH]c1=O	1.9	6	-5	3	-2	0	1	-1	-3	5
COc1ccc(Br)c(C(=O)N2CCN(S(=O)(=O)c3cccs3)CC2)c1	-2.4	3	2	4	-5	10	-4	-1	10	-1
Fc1ccc(NC(=S)Nc2cccnc2)c(Cl)c1	0.7	2	0	2	4	-10	-2	-1	0	-7
CC(C)CNC(=O)C1CCN(c2ccc(S(=O)(=O)N3CCOCC3)cc2Cl)CC1	-0.2	-1	1	4	-12	5	-2	-1	6	2
CC(OC(=O)c1ccc2ncsc2c1)C(=O)Nc1ncc(Cl)cc1Cl (stereo not given)	0.8	-4	-2	-2	-2	6	8	-2	-8	-5
Cc1cc2ccccc2nc1SCC(=O)N1c2ccccc2CC1C (stereo not given)	0.8	-7	3	-2	-5	12	-2	-4	-5	4
CN(C)c1nc(NCc2ccccc2)nc(SCC(=O)Nc2ccccc2)n1	-1.2	-4	0	-25	1	10	-2	-3	0	3
CN(C)S(=O)(=O)N(CC(=O)N(Cc1ccccc1)Cc1ccccc1)c1ccccc1	-0.1	3	4	-4	-3	-1	10	0	0	1
COc1ccc(CCn2cnc(=O)c(C#N)c2C)cc1OC	1.3	-2	3	-6	5	4	-2	1	2	8
CCc1ccc(/C=C2\SC(=S)N(CCCC(=O)N3CCCC3)C2=O)cc1	-1.1	-1	-4	-46	-6	2	0	2	-5	-2
COC(=O)C(C#N)C(=C1C(=O)CC(C)(C)CC1=O)c1ccc(O)cc1 (stereo not given)	0.7	-3	-4	2	-8	8	-2	1	-2	1
COc1ccc(C(=O)N2CC(c3ccc(Cl)cc3)CC2=O)cc1 (stereo not given)	0.8	-4	-5	.	-4	-9	5	8	-1	-12
O=c1[nH]nc(Cc2ccccc2)c2ccccc12	-0.1	-7	0	-1	1	3	-2	-3	1	-4
O=C(NCc1n[nH]c(=S)n1-c1ccc(Br)cc1)c1cccs1	0.8	-5	-3	-2	-2	-9	4	0	-3	5
C(#CC12CC3CC(CC(C3)C1)C2)CN1CCOCC1	1.9	5	-3	0	-2	10	0	-1	0	-8
CC1(C(=O)NS(=O)(=O)c2ccc(Br)cc2)CCN1C(=O)Cc1cccs1 (stereo not given)	-2.8	-2	-1	.	-6	5	1	2	-4	2
COc1cc(C(=O)OCCN2CCOCC2)ccc1O	-2.3	-2	0	-6	-6	12	3	6	2	3
COc1ccc(-c2nc(CS(=O)CC(=O)NCCCN3CCCC(C)C3)c(C)o2)cc1OC (stereo not given)	-2.0	-2	0	-3	2	-5	-1	1	4	-3
O=C(O)c1ccc(Nc2ccc3nonc3c2[N+](=O)[O-])cc1	2.1	-1	-2	14	2	-7	5	-2	4	-5
CC1CN(C(=O)/C=C/c2ccc([N+](=O)[O-])s2)CC(C)O1 (stereo not given)	-1.9	3	-1	11	-8	5	1	1	2	-2
COc1ccccc1CNC(=O)C1CCCCN1S(=O)(=O)c1ccccc1 (stereo not given)	1.9	-5	-4	-3	-2	2	11	0	-4	4
Cc1onc(-c2ccccc2Cl)c1C(=O)N1CCN(c2ccc(F)cc2)CC1	0.3	8	-9	3	-2	-7	2	5	-4	5
CCCCN(C(=O)c1ccc(N2CCCC2=O)cc1)c1c(N)n(CCC)c(=O)[nH]c1=O	-0.6	0	7	0	3	-1	-3	2	5	-2
Cn1c(NCc2cccnc2)nc2cc(-c3ccc(C(=O)N4CCOCC4)cc3)sc2c1=O	-3.7	-12	-1	.	10	11	5	4	-1	-14
CC(=O)N1CCN(c2ccccc2NC(=S)NC(=O)c2cc3ccccc3o2)CC1	-1.0	2	0	-54	-8	1	-4	-1	0	-3
Cc1ccc(S(=O)(=O)N2CCC(C(=O)N[C@@H](C)C(=O)NCC3CCCO3)CC2)cc1 (stereo not given in full)	1.3	0	-3	-3	-2	-5	3	2	-2	-3
COC(=O)c1ccc(Cn2nc(-c3cc(C)ccc3C)ccc2=O)cc1	0.4	8	-1	-22	1	4	2	-1	1	2
COCCNC(=O)c1sc2ncn(CC(=O)Nc3ccc(C)c(Cl)c3)c(=O)c2c1C	-3.4	-3	-2	-17	8	-10	3	0	0	3
O=C(CC1CC2CCC1C2)NCCc1ccc(Cl)cc1 (stereo not given)	-0.9	-4	-2	-6	3	19	-1	3	11	13
COC(=O)[C@H](CC(C)C)N(CCc1cn(Cc2ccc(C)cc2)nn1)S(=O)(=O)c1ccc(F)cc1Br	.	-2	0	.	2	-1	0	-1	.	1
CC(C)(C)OC(=O)N1CCC(c2cc(=O)n3[nH]cc(C(=O)NC4CCCC4)c3n2)CC1	2.4	0	8	-10	-2	-12	-3	-2	-2	1
COc1ccc(-c2noc(CN3CCCCC3c3nccn3C)n2)cc1 (stereo not given)	0.6	-15	-4	-3	1	8	6	0	-3	0
CSCCC(C(=O)OCC(=O)c1ccc(C)c(C)c1)N1C(=O)c2cc(Cl)c(Cl)cc2C1=O (stereo not given)	-3.1	-2	-1	5	-5	-6	-1	-1	5	1
COc1ccc(CCNS(=O)(=O)c2cn(C)nc2C)cc1OC	-1.4	2	1	1	1	-5	0	-1	0	7
CCN(CC)c1ccc(/C=C(\C#N)C(N)=S)cc1	-9.2	-16	0	-10	-12	-3	-20	-13	-2	-5
Cc1cccc(NC(=O)c2n[nH]c([N+](=O)[O-])c2Br)c1C	1.6	-6	2	0	6	3	-2	-3	2	-1
O=c1[nH]c2c(c(=O)[nH]1)CCC2	-0.8	-5	0	0	5	-8	2	1	-2	3
CN1C(=O)C2(OCCCO2)c2cc(Cl)ccc21	-0.1	0	6	2	-2	4	-5	0	0	-1
O=C(Cc1cc2ccccc2o1)NCc1ccc(F)cc1	-1.0	-3	-4	-1	0	5	-1	0	-11	-6
Cc1noc(C)c1CSc1ccccc1C(=O)N1CCN(c2ccccc2)CC1	-2.4	-3	-1	1	3	4	1	-2	5	1
CC(=O)c1ccc(S(=O)(=O)Nc2cccc(S(=O)(=O)NC3=NCCC3)c2)cc1	-1.5	-8	1	3	0	7	-1	-3	7	3
CC(=O)N1c2c(cc(Br)cc2S(=O)(=O)N2CCN(C(=O)c3ccco3)CC2)CC1C (stereo not given)	0.5	4	0	3	-6	10	-4	1	2	1
O=C(Nc1nccs1)c1nc(-c2ccccc2)n(-c2ccccc2)n1	4.3	3	3	9	-8	-1	-1	-1	4	1

# 4 entries picked at random from the list so far, as already listed:
Structure	PG9 Ab binder	ABHD4 inh	LEDGF integ inh	HTRA1 inhibitor	DDE Tn7 FP inh	TDP2 absorb	PRMT1 inh	UHRF1 binding	TCR-CD3 inh	SIAE inh
O=C(C1=C[C@H](c2ccc(Br)cc2)C[C@H](OCc2ccc(CO)cc2)O1)N1CCOCC1	0.8	2	-1	-4	8	-5	0	-2	7	4
COc1ccc(-c2noc(CN3CCCCC3c3nccn3C)n2)cc1 (stereo not given)	0.6	-15	-4	-3	1	8	6	0	-3	0
COC(=O)C(C#N)C(=C1C(=O)CC(C)(C)CC1=O)c1ccc(O)cc1 (stereo not given)	0.7	-3	-4	2	-8	8	-2	1	-2	1
COc1ccc(C(=C(CC(=O)O)C(=O)OC(C)(C)C)c2cc(OC)c(OC)c(OC)c2)cc1OC	-0.5	-1	-4	6	5	8	-2	1	2	3
